Sm TGR block: qHTS Assay for the Inhibitors of Schistosoma Mansoni Peroxiredoxins. Schistosoma mansoni thioredoxin glutathione reductase (TGR), Q962Y6. purified TGR, DTNB reduction, TNB absorbance 405 nm. Potency, µM (titrated, usually from 114 µM), without a hit: at the top dose activity change, negative = inhibition, actives largely listed as inhibitors. actives 3% (n = 360,000). AID 485364, 2010; also: potency is read from the fitted curve at half-maximal effect; nearly all actives have a fitted effect of over 60% in size
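First, TGR (20 nM dispensed) and NADPH were mixed with compound. Second, a 15 min room-temperature incubation followed. Third, further NADPH and then DTNB were added to start the reaction. Finally, TNB absorbance was monitored kinetically.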
AmpC inh detg: qHTS Inhibitors of AmpC Beta-Lactamase (assay with detergent) | P00811 | AmpC hydrolysis of nitrocefin, absorbance 480 nm, 0.01% Triton | Potency, µM (highest dose often 114 µM), for inactives: top-dose activity change, negative = inhibition, actives largely listed as inhibitors | actives 0.041% (n = 370,000);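 also: potency is read from the fitted curve at half-maximal effect; 0% = no-compound wells and -100% = no-enzyme wells; nearly all actives have a fitted effect of over 25% in size; some results filed as inactive show a strong effect at the top dose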
Target sequence (P00811 whole entry, looked up): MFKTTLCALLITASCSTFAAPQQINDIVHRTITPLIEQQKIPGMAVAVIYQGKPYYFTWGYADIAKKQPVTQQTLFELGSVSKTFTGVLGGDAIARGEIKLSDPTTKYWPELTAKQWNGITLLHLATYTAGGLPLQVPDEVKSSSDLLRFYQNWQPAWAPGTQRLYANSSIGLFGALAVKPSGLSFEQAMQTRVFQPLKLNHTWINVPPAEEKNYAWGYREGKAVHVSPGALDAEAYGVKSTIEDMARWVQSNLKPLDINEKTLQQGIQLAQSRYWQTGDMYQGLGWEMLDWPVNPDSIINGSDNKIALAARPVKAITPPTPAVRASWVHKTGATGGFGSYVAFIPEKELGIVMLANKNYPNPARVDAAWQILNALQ
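AmpC (5.3 nM in the dispensed reagent) in 20 mM phosphate pH 7.0 with 0.01% (detergent screen) or 0.0001% Triton X-100 was preincubated with compounds for 15 min at room temperature. Nitrocefin was then added from an 800 uM solution, and hydrolysis was followed at 480 nm.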
Tb PYK inh: qHTS of Trypanosoma Brucei Inhibitors | actives 0.12% (n = 410,000) | pyruvate kinase (Trypanosoma brucei), Q57TT1 | TbPYK enzyme, Kinase-Glo Plus ATP luminescence, 45 min | Potency, µM (top dose mostly 76.8 µM), for inactives: at the highest dose activity, negative = inhibition, most hits filed as inhibitors; also: potency is read from the fitted curve at half-maximal effect; nearly all actives have a fitted effect of over 50% in size
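Activity of T. brucei pyruvate kinase was followed by Kinase-Glo Plus luminescence after the enzyme reacted 45 min at room temperature with 130 uM ADP (final) and substrate. Test compounds were added before ADP at multiple concentrations.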
AmpC no deterg: qHTS Inhibitors of AmpC Beta-Lactamase (assay without detergent); P00811; AmpC nitrocefin hydrolysis, absorbance 480 nm, 0.0001% Triton; Potency, µM (doses to about 57.1 µM), inactives show at the highest dose activity change, negative = inhibition, usual class: inhibitors; actives 0.52% (n = 330,000);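 also: potency is read from the fitted curve at half-maximal effect; plate controls were no compound for no effect and no enzyme for full effect; nearly all actives have a fitted effect of over 20% in size; some results filed as inactive show a strong effect at the top dose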
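20 mM phosphate pH 7.0 + 0.01% (detergent screen) or 0.0001% Triton X-100; 5.3 nM AmpC reagent; cpd preinc 15 min RT; nitrocefin (800 uM stock) to start; A480 q20 s × 4 min; Activity was normalised to no-enzyme and no-compound control wells.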
HCMV antiviral: qHTS Assay for inhibitors of the human cytomegalovirus (HCMV); activity change, negative = inhibition, % at 57.5 µM; HFF cells, HCMV-luciferase reporter, 72 h; stronger effect = lower value; actives 4.5% (n = 410,000); in the data active = activity change below about -60%; inconclusive = no clear call, values can overlap the other calls; inactive = above about -39%
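Two compound doses tested in HFFs infected with HCMV-luciferase, MOI 1 PFU/cell, 72 h at 37C. Lysate luminescence read with OneGlo; data normalized against buffer-only and 10uM Salinomycin inhibitor controls.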
AMA1-RON2 inh: qHTS for Inhibitors of AMA1-RON; Towards Development of Antimalarial Drug Lead: Primary Screen. AlphaScreen AMA1-biotinylated RON2 peptide binding. Potency, µM (titrated, usually from 58.2 µM), without a hit: top-dose activity change, negative = inhibition, most hits filed as inhibitors. actives 0.2% (n = 360,000);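 also: potency is read from the fitted curve at half-maximal effect; 0% = vehicle wells and -100% = peptide control; nearly all actives have a fitted effect of over 45% in size; some results filed as inactive show a strong effect at the top dose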
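AMA1 (3D7) with his tag at 25 nM final met compounds first, then biotinylated RON2 peptide at 25 nM; detection used donor plus acceptor beads, 10 µg/mL apiece, read by AlphaScreen after 30 min at room temperature.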
LmPK inh: qHTS Assay for Inhibitors of Leishmania Mexicana Pyruvate Kinase (LmPK); actives 0.37% (n = 290,000); purified LmPK, Kinase-Glo ATP luminescence, 1 h; Potency, µM (top dose mostly 57.5 µM), for inactives: top-dose activity change, negative = inhibition, usual class: inhibitors; AID 1721, 2009; also: potency is read from the fitted curve at half-maximal effect
Target sequence (Q27686 whole entry, looked up): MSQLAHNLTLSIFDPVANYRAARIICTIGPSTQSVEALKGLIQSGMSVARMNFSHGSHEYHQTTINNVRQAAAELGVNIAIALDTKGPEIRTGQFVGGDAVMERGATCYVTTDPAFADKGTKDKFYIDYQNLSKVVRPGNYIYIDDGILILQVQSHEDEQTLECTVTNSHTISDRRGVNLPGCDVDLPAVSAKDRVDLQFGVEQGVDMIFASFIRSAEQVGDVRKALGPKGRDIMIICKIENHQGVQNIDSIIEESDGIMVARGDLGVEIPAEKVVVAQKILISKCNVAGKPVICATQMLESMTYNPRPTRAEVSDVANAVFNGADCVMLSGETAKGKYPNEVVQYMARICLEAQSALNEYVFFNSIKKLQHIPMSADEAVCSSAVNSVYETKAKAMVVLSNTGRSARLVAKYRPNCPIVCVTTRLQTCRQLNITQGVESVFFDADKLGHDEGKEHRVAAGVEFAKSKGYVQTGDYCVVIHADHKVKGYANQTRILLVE
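qHTS format; LmPK 0.1 nM; substrates PEP 0.5 mM and ADP 0.1 mM. One-hour room-temperature incubation, then coupled luciferase luminescence; 0.5 nM enzyme wells mark activation.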
The depositor's hits bear a star; ? = inconclusive; . = no result given; & = joins results of further samples; [ ] = another dose, or the depositor's remark. Unless noted, calls follow the shape of the dose curve; as a rule, active = well fitted curve in the direction sought with a large enough effect; inconclusive = small, poorly fitted or top-dose-only effect, or another doubt; inactive = no such curve, though single readings can be large; an effect the other way counts as inactive or inconclusive. Unless noted, % is scaled to controls: 0 for no effect and ±100 for the full control effect.

SMILES | Sm TGR block | AmpC inh detg | Tb PYK inh | AmpC no deterg | HCMV antiviral | AMA1-RON2 inh | LmPK inh
Cc1ccc(C)c(NC(=S)N/N=C2/CCCCc3ccccc32)c1 | -3% | -3% | -8% | -47% | -71* | 28%[2.32 µM] | 4%
O=C(Nc1ccc2c(c1)OCO2)C1CCN(C(=O)c2ccc(Br)cc2)CC1 | 8% | -9% | -3% | 16% | 0 | 0% | 1%
Cc1ccc(C(C)C)c(OCC(=O)NCC2(N(C)C)CCCCC2)c1 | 0% | 21% | -4% | . | -4 | . | .
COc1cccc(C2c3[nH]c4ccccc4c3C[C@H]3C(=O)N(c4ccccc4C(=O)NCCCN4CCOCC4)C(=O)N23)c1 (stereo not given in full) | -1% | -11% | 0% | 355%[activator] | 17 | -22% | -1%
CCC(CC)C(=O)N1CCc2cc(OC)c(OC)cc2C1COc1ccccc1OC (stereo not given) | -4% | -3% | -4% | . | -12 | . | .
CCSC1=C(C#N)C(c2cccc(Br)c2)CC(=O)N1 (stereo not given) | -9% | ? | 3% | 11% | 25 | 3% | 1%
CN(C)CCNc1cc(-c2ccncc2)nc2ccccc12 | ? | 8% | 2% | -2% | 34 | 0% | -3%
O=[N+]([O-])c1cccc(-c2ccc(C(=S)N3CCN(c4ccc(F)cc4)CC3)o2)c1 | ? | -1% | -1% | ? | -24 | ? | 2%
Cc1ccccc1N(C)S(=O)(=O)c1nnc(NC(=O)c2ccccc2F)s1 | 5%&-7% | ? | -7%&-11% | -33% | -4&-29 | -1% | 0%
CSCCC(NC(=O)c1ccco1)C(=O)NCCc1ccc(F)cc1 (stereo not given) | -6% | ? | -7% | -4% | -11 | 0% | .
Cc1ccccc1NC(=O)c1ccc(C)c(S(=O)(=O)Nc2cccnc2)c1 | 5% | 3% | 5% | -27% | -20 | -8% | -11%
Cc1ccc2nc(N(CCCN(C)C)C(=O)CS(=O)(=O)c3ccccc3)sc2c1 | -2% | ? | 9% | 25% | ? | 2% | .
COc1ccc(S(=O)(=O)N2CCCC(C(=O)NCC3CCCO3)C2)cc1Cl (stereo not given) | 0% | 2% | 1% | 49% | 1 | 11% | -10%
CC(C)N(C(=O)Cn1cc(S(=O)(=O)CC(=O)NC2CCCCC2)c2ccccc21)C(C)C | -2% | 2% | 1% | 101%[activator] | 14 | 11% | 3%[11.5 µM]
O=C1C=CC(=O)N1c1ccc(O)cc1 | 0.89µM* | 2% | ? | -12% | 8 | 7% | 9%
C=CCn1c(=O)/c(=C2/SC(C)=C(C)N2CC)s/c1=C1/C(=O)N(CC)C(=S)N1c1ccccc1 | -9% | 1% | -7% | -7% | ? | -20% | 3%
O=C(Cn1nc(-c2ccccc2)ccc1=O)NCC1CCCO1 (stereo not given) | 6% | ? | 1% | -10% | 0 | -1% | 1%
CN(C)c1ccc(-n2cc3c(=O)n(C)c(=O)n(C)c3c2)cc1 | -2% | -2% | 1% | -7% | 80 | -20% | -2%
COc1ccc(C(=O)C(C)OC(=O)CCN2C(=O)C3CC=CCC3C2=O)cc1 (stereo not given) | -16% | -17% | -10% | 14% | ? | -2% | .
Cc1nc2nc(-c3ccccc3)nn2c(C)c1C | . | . | 1% | . | 77 | -1% | .
CCOc1ccc(CN(Cc2ccco2)C(c2cccs2)c2nnnn2C(C)(C)C)cc1 (stereo not given) | ? | -16% | -6% | -11% | -4 | 2% | 0%
CN(CC(=O)Nc1ccccc1Cl)C(=O)COC(=O)C1=COCCO1 | -2% | 3% | 0% | 0% | 6 | -1% | .
Oc1ccc(-n2nnnc2SCc2c(F)cccc2Cl)cc1 | 6% | -7% | 3% | ? | ? | -7% | 3%
O=C(CCc1ccccc1)N/N=C\c1cc2c(cc1Br)OCO2 | 0% | ? | 0% | -50% | 13 | 1% | 10%
CC1CCC/C(=C\Nc2ccc(C(=O)O)cc2)C1=O (stereo not given) | ? | -1% | -11% | 0% | 1 | -2% | 2%
Cc1ccc2occ(CN3CCN(c4ccccc4)CC3)c(=O)c2c1 | 25µM* | ? | -5% | 0% | 75 | -8% | -3%
COc1ccc(C2/C=C\CN(CC(C)C)CC(=O)N2Cc2cccc(F)c2)cc1 (stereo not given) | . | . | -3% | 52% | -16 | -8% | .
CCOC(=O)c1ccc(NS(=O)(=O)c2c(C)nc3sccn3c2=O)cc1 | 0% | -8% | 0% | -11% | 60 | -3% | 2%
CC(C)c1nnc(NC(=O)CCN2C(=O)c3ccccc3C2=O)s1 | ? | ? | 0% | -12% | -35 | 7% | 2%
COc1ccccc1N1CCN(c2cc(N3CCCC3)nc(C)n2)CC1 | -3% | 3% | -13% | 163%[activator] | -103* | -6% | 7%

Only AmpC inh detg, HCMV antiviral and Tb PYK inh, for some of the entries so far:
Compound	AmpC inh detg	HCMV antiviral	Tb PYK inh
Oc1ccc(-n2nnnc2SCc2c(F)cccc2Cl)cc1	-7%	?	3%
O=C(CCc1ccccc1)N/N=C\c1cc2c(cc1Br)OCO2	?	13	0%
CC1CCC/C(=C\Nc2ccc(C(=O)O)cc2)C1=O (stereo not given)	-1%	1	-11%
Cc1ccc2occ(CN3CCN(c4ccccc4)CC3)c(=O)c2c1	?	75	-5%
COc1ccc(C2/C=C\CN(CC(C)C)CC(=O)N2Cc2cccc(F)c2)cc1 (stereo not given)	.	-16	-3%

Going on with the list.
SMILES | Sm TGR block | AmpC inh detg | Tb PYK inh | AmpC no deterg | HCMV antiviral | AMA1-RON2 inh | LmPK inh
CCCC1(C)C(C#N)C(=O)NC(=O)C1C#N (stereo not given) | . | . | 3% | . | -5 | 0% | .
CC(C)OC(=O)c1c(N)sc2c1CCCC2 | . | . | -2% | . | -11 | -10% | .
CCc1nnc2sc(-c3ccc(NC(=O)c4ccco4)cc3)nn12 | -29% | -14% | . | 14% | 94 | -10% | 1%
CNc1cc(N2CCCCCC2)ccc1[N+](=O)[O-] | -23% | ? | -9% | -43% | -39 | -18% | 0%
COc1cccc(C(=O)NNC(=O)C(=O)Nc2cccc3ccccc23)c1 | -2% | -8% | 4% | -27% | -16 | 109%[activator] | 1%
C(=C\c1ccccc1)/CN1CCN(C(c2cccs2)c2nnnn2-c2ccc3c(c2)OCCO3)CC1 (stereo not given) | . | . | 0% | . | -8 | ? | .
CCC(=O)N1c2nc(C(C)C)nn2C2(CCCCC2)[C@@H]2CCCC[C@@H]21 | 7% | -2% | 7% | . | -20 | . | .
Cc1c(NC(=O)c2ncn[nH]2)cccc1-c1nc2ccccc2s1 | -11% | ? | -16% | -13% | 47 | 7% | 0%
COC(=O)C1CCN(C(=O)c2ccc3nc(-c4cccc(OC)c4)oc3c2)CC1 | 3% | 3% | 1% | 208%[activator] | 107 | -5% | -5%
COc1ccccc1N1CCN(C(=O)c2ccc(CN3CCOCC3)cc2)CC1 | -16% | 2% | 0% | 28% | -33 | 4% | -12%
COc1cccc(CNC(=O)C2CCCN(C(=O)c3ccc(Cl)cc3)C2)c1 (stereo not given) | 1% | -5% | -1% | 9% | -19 | -3% | .
O=CN1c2ccccc2CSc2ccccc21 | . | . | 4% | . | -8 | 1% | .
CC(C)(C)C(=O)OC[N+](C)(C)CCOC(=O)C(O)(c1ccccc1)C1CCCC1 (stereo not given) | -1% | 5% | 4% | 42% | 5 | 2% | -2%
CCOC(=O)C1(C)CCN1C(=O)COc1ccc(C(C)(C)C)cc1 (stereo not given) | . | . | -2% | . | -5 | 4% | .
O=C1NC[C@H](Cc2ccc(O)cc2)N(C[C@H]2CCCN2C[C@H](Cc2ccc(O)cc2)N2C[C@H](Cc3ccc(O)cc3)N(CCc3ccccc3)C(=O)C2=O)C1=O | . | . | 17% | . | -7 | 32µM* | .
Cc1ccccc1-c1cc(C(=O)NCc2ccco2)n(CC2CC(c3cccnc3)=NO2)n1 (stereo not given) | 18µM* | 4% | 4% | 11% | 2 | 5% | .
COc1ccc(S(=O)(=O)NCC(=O)NCc2cc(=O)n(C)c(=O)n2C)cc1 | 0% | ? | -3% | -26% | -7 | 2% | -10%
CC1=C(C(=O)N2CCOCC2)C(c2ccc(C)cc2)NC(=S)N1 (stereo not given) | -4% | -6% | -4% | -13% | -37 | 18% | -2%
Cc1cc(-c2n[nH]c(=S)n2/N=C/C=C/c2ccccc2)n[nH]1 | -14% | ? | ? | -30% | -7 | 41%[activator] | 8%
COc1cc(OC)c(OC)cc1/C=C1\SC(N2CCCCC2)=NC1=O | -11% | 0% | -8% | 5% | 44 | -12% | -2%
O=C(c1cccc(S(=O)(=O)NCc2ccccc2)c1)N1CCCC(C(F)(F)F)C1 (stereo not given) | 2% | -3% | -2% | 20% | -22 | -8% | .
COc1cc(NC(=O)Cn2cc(S(=O)(=O)c3ccccc3)c(=O)c3ccccc32)cc(OC)c1 | 4% | 12% | -3% | . | 8 | . | .
Cc1c(C)n2c(SCC(=O)N3CC(C)OC(C)C3)nnc2[nH]c1=O (stereo not given) | -2% | -11% | 1% | -8% | -16 | 8% | .
O=C(COC(=O)c1ccc(Cl)c(S(=O)(=O)N2CCCCC2)c1)NC1CCCCC1 | . | . | 6% | . | -11 | 15% | .
Cc1ccc(S(=O)(=O)N/N=C/c2ccc(OCC(=O)N3CCOCC3)cc2)cc1 | 6% | -2% | 5% | 0% | -40 | 10% | -2%
CCOc1ccc(-n2c(C)nc3cc(C(=O)NCc4ccc(C)cc4)ccc32)cc1 | 3% | 7% | 3% | . | -36 | . | .
CCc1c(C(C)O)oc2ccc3c(C)cc(=O)oc3c12 (stereo not given) | 2% | -10% | . | -57% | 21 | . | 0%
COc1ccc(OC)c2[nH]c(=O)c(CCNC(=O)C(C)(C)C)cc12 | 2% | ? | 1% | -3% | -11 | 12% | -5%
CCOC(=O)c1c(C)c(C(=O)Nc2cc(F)ccc2F)c(C)n1C | 3% | 7% | -25% | -27% | 9 | 9% | 3%
C[N+](C)(CC#Cc1ccccc1)CC(=O)c1ccc(Cl)cc1 | -14% | ? | -2% | 0% | 50 | 14% | -2%

This is a random part of the collection. About 7.4% of those tested had a hit in this group.
